# Screens from PubChem.
# LYP inhibition: PTPN22 lymphoid phosphatase activity blockers – biochemical, fluorescence intensity, uHTS (AID 1779); recombinant LYP phosphatase, fluorescence intensity; higher % means a stronger effect; one-dose inhibition, % at 11.5 µM; IC50 in µM for titrated hits; 0.054% of 290,000 active; in the data active = inhibition above about 50%;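 note: plate controls were vehicle with enzyme for no effect and no enzyme for full effect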
# Large T inhibition: SV40 large T antigen inhibitors, biochemical (AID 1903); SV40 large T antigen ATPase/helicase inhibition assay; higher % means a stronger effect; inhibition, % at 20 µM; hits with a dose series show IC50 in µM; 0.39% of 310,000 active; in the data active = a potency from the dose series; note: strong numbers were not always called active
# NTR1 agonist: NTR1-driven beta-arrestin-GFP spot formation – imaging, U2OS cells, high content, primary screen (AID 493036) | agonist mode | activation, % at 20 µM | 0.17% of 330,000 active;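 active = activation at or above 40% of the spot to cytoplasm intensity ratio, with at least 20 cells analyzed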;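 note: 0% = DMSO without peptide and 100% = 100 nM NTR1 peptide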
# Target sequence (P30989 whole entry, looked up): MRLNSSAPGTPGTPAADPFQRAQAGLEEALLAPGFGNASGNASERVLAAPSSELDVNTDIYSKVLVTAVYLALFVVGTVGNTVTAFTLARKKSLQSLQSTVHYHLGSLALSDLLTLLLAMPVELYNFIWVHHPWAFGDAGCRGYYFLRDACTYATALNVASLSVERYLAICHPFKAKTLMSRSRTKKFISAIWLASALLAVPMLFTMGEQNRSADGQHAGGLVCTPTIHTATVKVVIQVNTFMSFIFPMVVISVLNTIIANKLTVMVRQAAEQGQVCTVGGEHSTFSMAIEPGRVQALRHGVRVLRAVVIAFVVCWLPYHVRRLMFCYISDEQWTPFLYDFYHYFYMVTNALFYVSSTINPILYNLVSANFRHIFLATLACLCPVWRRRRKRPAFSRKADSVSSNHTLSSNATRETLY
# T cell modulator: T cell immune modulators affecting CD8 T cell-vesicle binding; 2C CD8+ T cell-vesicle binding, flow cytometry; stronger effect = lower value; calls only at 7 µM; 0.068% of 330,000 active;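 active = response, share of CD8 T cells binding vesicles, and their 90th percentile fluorescence all below set limits, cut at about 80% in these data, passing the limit was not always enough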
#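 Benchmarks: naked versus QL9-loaded vesicles / Assay system: purified 2C TCR transgenic mouse naive CD8+ T cells / Technique: high-throughput flow cytometry with anti-B7-1 and anti-CD8 staining / Timing: Cell–vesicle co-incubation 1.5 h at 37 °C, staining 20 min on ice / Read-out: percent CD8+ FL2 mean versus row control / Probe or stimulus: QL9-loaded Drosophila micro-vesicles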
# MgcRacGAP inhibition: MgcRacGAP GTPase-activating activity inhibitors, confirmation, biochemical, ADP Hunter fluorescence; inhibition, % at 30 µM; hits with a dose series show IC50 in µM; 0.6% of 340,000 active; MgcRacGAP-stimulated Rac1 GTP hydrolysis, ADP Hunter fluorescence; higher % means a stronger effect; GST-tagged Rac1 F28L mutant substrate;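 active = first-screen hits whose inhibition reached a set limit at any dose in the follow-up dose series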;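 note: fluorescence reports GDP produced by GAP-driven GTP hydrolysis; strong numbers were not always called active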
# GPR35 arrestin U2OS: GPR35 antagonists blocking zaprinast-driven arrestin recruitment, primary screen, imaging, U2OS, beta-arrestin-GFP, zaprinast agonist (AID 2058); U2OS GPR35 beta-arrestin-GFP translocation imaging, zaprinast antagonism; higher % means a stronger effect; inhibition, % at 10 µM, or IC50 in µM where a hit was titrated; 0.052% of 290,000 active;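 active = inhibition of at least 50% with at least 30 cells and total cytoplasm GFP at most 10,000,000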
# GPR55 LPI antagonism: GPR55 antagonists blocking LPI-driven arrestin recruitment, primary screen, imaging, U2OS, beta-arrestin-GFP, LPI agonist (AID 2013) | U2OS GPR55 beta-arrestin-GFP translocation imaging, LPI antagonism; higher % means a stronger effect | one-dose inhibition, % at 10 µM; IC50 in µM for titrated hits | 0.13% of 290,000 active;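 active = spots per cell inhibited over 60%, with over 100 cells counted and total cytoplasm intensity under 500,000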;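 note: U2OS cells stably carrying GPR55 and arrestin-GFP stimulated by 5 µM LPI near EC80; imaged beta-arrestin-GFP aggregate spots per cell after agonist stimulation; plate controls were LPI-stimulated DMSO wells for no effect and DMSO wells without LPI for full effect; some results filed as inactive read as strong as hits; confirmed hits need IC50 under 10 µM and bright autofluorescent wells are also inconclusive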
# GPR55 activation: selective activators of receptor GPR55 – imaging, U2OS cells, beta-arrestin-GFP redistribution, primary screen (AID 1961) | 0.048% of 290,000 active | activation, % at 10 µM; hits with a dose series show EC50 in µM | U2OS GPR55 beta-arrestin-GFP redistribution imaging; higher % means a stronger effect;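 active = activation above 40% with more than 50 cells counted in the well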;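 note: U2OS osteosarcoma cells stably expressing GPR55 and beta-arrestin-GFP; plate controls were DMSO negative control for no effect and LPI positive control for full effect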
# Hep lipid drop: modulators of hepatic lipid droplet formation. AML12 mouse hepatocytes, oleate lipid droplets, BODIPY imaging. AID 1656. inhibition, % at 6.5 µM. 0.4% of 240,000 active;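 active = lipid droplet intensity inhibited by at least 50%, with more than 500 cells counted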
#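 Material: mouse AML12 hepatocyte cell line, fixed after treatment; Timing: compound with oleate, overnight; Technique: high-content imaging of BODIPY-stained droplets and DAPI nuclei; Probe or stimulus: oleate, 100 µM final; Dosing: compound at 6.5 µM only.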
# Hep lipid drop cells 6.5 µM: further read-out of Hep lipid drop, marked with its call; cell count; measured here: cell count, cytotoxicity flag;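 cells counted across two imaged fields per well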
# T cell modulator vesicle-bound %: further read-out of T cell modulator, marked with its call; double positive events, %; measured here: CD8+ vesicle-bound cell fraction;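 binding gate set so that unloaded-vesicle control wells show 10% double positive cells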
# NTR1 agonist cell count 20 µM: also measured in NTR1 agonist; calls as there; cell count; measured here: cell count, cytotoxicity flag
# Starred values were filed as active, the others as inactive; i = inactive; / = no result given.
SMILES,LYP inhibition,Large T inhibition,NTR1 agonist,NTR1 agonist cell count 20 µM,T cell modulator,T cell modulator vesicle-bound %,MgcRacGAP inhibition,GPR35 arrestin U2OS,GPR55 LPI antagonism,GPR55 activation,Hep lipid drop,Hep lipid drop cells 6.5 µM
CC(C(=O)c1ccccc1)n1c(N2CCOCC2)nc2c1c(=O)n(C)c(=O)n2C (stereo not given),2%,-7%,0.4,72,i,2,2%,-2%,3%,0.2%,/,/
COc1cc(NS(=O)(=O)c2ccc(NC(=O)c3ccc(S(=O)(=O)N4CCCCC4)cc3)cc2)ncn1,-3%,4%,1.6,32,i,16,2%,-8%,-11%,0.0%,-7,737
COc1ccccc1NC(=O)NNC(=O)c1ccc2ccccc2c1O,-6%,28%,0.0,65,i,70,37%,8%,-3%,-0.1%,-4,834
CCCn1cnc2cc(NCc3ccccc3O)ccc21,-4%,34%,-0.2,101,i,18,/,-7%,7%,-0.1%,4,835
CCOc1ccc(/C=C/C(=O)NC2CCCCC2)cc1,-12%,12%,1.2,52,i,56,9%,11%,-9%,-0.2%,-1,782
C=CCn1c(COc2ccccc2)nnc1SC(C)C(=O)N/N=C/c1cc(Cl)ccc1O (stereo not given),6%,7%,4.7,51,i,47,7%,-15%,2%,0.0%,1,697
O=C(c1ccc(CS(=O)c2cccc(Cl)c2)o1)N1CCCCCC1 (stereo not given),-6%,5%,1.5,71,i,8,13%,5%,15%,-0.1%,2,688
CC1CC(C)CN(CCCNC(=O)CCNC(=O)Cn2cnc3ccccc3c2=O)C1 (stereo not given),-8%,4%,-0.5,56,i,24,0%,6%,6%,0.2%,6,725
CCn1c(N2CCN(S(=O)(=O)c3ccc(OC)cc3)CC2)nc2ccccc21,-1%,13%,0.2,53,i,64,3%,-1%,14%,0.2%,8,798
Cc1cc(C)n(C2CC(=O)N(c3ccc(C)c(Cl)c3)C2=O)n1 (stereo not given),-10%,4%,-0.2,54,i,29,-12%,1%,-12%,-0.2%,2,712
CC(=O)Nc1nc(N2C(=O)c3ccccc3C2=O)n(-c2ccccc2)n1,-9%,8%,-0.6,81,i,61,-4%,12%,-1%,0.2%,-4,731
CC(C)NC(=O)COC(=O)/C=C/c1ccc(F)cc1,-6%,2%,0.8,49,i,58,1%,11%,13%,0.3%,10,614
N#CCC(=O)N/N=C\c1cccc(OC/C=C/c2ccccc2)c1,-1%,8%,5.7,62,i,65,8%,0%,-4%,0.3%,-2,742
Cc1ccc(NC(=O)c2cc(-c3ccc(C)c(C)c3O)n[nH]2)cc1C,-11%,2%,0.7,79,i,44,/,2%,2%,-0.3%,6,790
CC1=CC(C)(C)Nc2ccc(OC(=O)CN3C(=O)CCC3=O)cc21,-4%,19%,0.8,51,i,32,14%,22%,-4%,0.3%,0,682

# Whole records, looked up by structure. Screens in order: LYP inhibition | Large T inhibition | NTR1 agonist | NTR1 agonist cell count 20 µM | T cell modulator | T cell modulator vesicle-bound % | MgcRacGAP inhibition | GPR35 arrestin U2OS | GPR55 LPI antagonism | GPR55 activation | Hep lipid drop | Hep lipid drop cells 6.5 µM
# Listed for Cc1cc(C)n(C2CC(=O)N(c3ccc(C)c(Cl)c3)C2=O)n1 (stereo not given) = -10% | 4% | -0.2 | 54 | i | 29 | -12% | 1% | -12% | -0.2% | 2 | 712
# Listed for COc1ccccc1NC(=O)NNC(=O)c1ccc2ccccc2c1O = -6% | 28% | 0.0 | 65 | i | 70 | 37% | 8% | -3% | -0.1% | -4 | 834
# Listed for N#CCC(=O)N/N=C\c1cccc(OC/C=C/c2ccccc2)c1 = -1% | 8% | 5.7 | 62 | i | 65 | 8% | 0% | -4% | 0.3% | -2 | 742
# Listed for CC(=O)Nc1nc(N2C(=O)c3ccccc3C2=O)n(-c2ccccc2)n1 = -9% | 8% | -0.6 | 81 | i | 61 | -4% | 12% | -1% | 0.2% | -4 | 731
# Listed for CCn1c(N2CCN(S(=O)(=O)c3ccc(OC)cc3)CC2)nc2ccccc21 = -1% | 13% | 0.2 | 53 | i | 64 | 3% | -1% | 14% | 0.2% | 8 | 798

# (further entries)
SMILES,LYP inhibition,Large T inhibition,NTR1 agonist,NTR1 agonist cell count 20 µM,T cell modulator,T cell modulator vesicle-bound %,MgcRacGAP inhibition,GPR35 arrestin U2OS,GPR55 LPI antagonism,GPR55 activation,Hep lipid drop,Hep lipid drop cells 6.5 µM
O=C(Nc1ccc(NC(=O)c2cccs2)cc1)c1ccc2c(c1)OCCO2,-6%,7%,-0.7,54,i,22,10%,0%,-2%,0.7%,5,740
CCCC[C@@H]1CNCCN1CCCc1cc(OC)c(OC)c(OC)c1,/,8%,-3.7,92,i,31,2%,/,/,/,/,/
COc1ccc(N2CCOCC2)c(NC(=O)c2cccnc2)c1,-7%,10%,0.7,62,i,13,6%,-15%,2%,-0.2%,3,736
CC(C)N1CC(C(=O)O)CC1=O (stereo not given),-5%,48%,0.5,48,i,27,2%,4%,6%,0.3%,0,794
CCN(CC)CCn1c(=N)n(CC(O)COc2ccccc2)c2ccccc21 (stereo not given),-7%,5%,1.7,66,i,11,7%,-7%,16%,0.4%,-11,585
CCc1nn(CC(=O)N2CCC(C(N)=O)CC2)c(=O)c2cc3occc3n12,-10%,6%,-0.2,52,i,28,8%,-12%,10%,0.0%,0,630
CCCC(=O)Nc1cccc(Oc2ccc3c(c2)C(=O)NC3=O)c1,-6%,-5%,0.4,44,i,8,7%,7%,2%,0.4%,5,779
O=C(CSc1nc2ncccc2[nH]1)Nc1c(F)cc(F)cc1Br,-12%,10%,0.4,54,i,46,-12%,3%,6%,-0.1%,23,725
Cc1cc(C)n(CC(=O)NCc2ccccc2)c(=O)c1C#N,-8%,4%,0.3,52,i,50,6%,1%,1%,-0.3%,2,805
COc1ccccc1NC(=O)Cc1nnc(SCC(=O)NC2CCCCC2C)n1C (stereo not given),-7%,1%,-0.3,37,i,30,7%,2%,0%,0.0%,-4,774
CCOC(=O)CNC(=O)C1Cc2ccccc2CN1S(=O)(=O)c1cccs1 (stereo not given),-7%,3%,0.4,38,i,26,5%,1%,3%,0.0%,-2,695
Cc1ccc(C)n1-c1ncn[nH]1,-9%,21%,-1.1,71,i,18,2%,9%,-5%,-0.2%,8,773
Cc1csc2nc(CNS(=O)(=O)c3ccc4c(c3)CCCC4)cn12,-6%,8%,-0.2,103,i,27,-10%,-3%,7%,-0.1%,-18,648
Cc1ccccc1OCC(=O)N/N=C/c1ccco1,-3%,1%,-1.7,96,i,19,2%,9%,-14%,-0.1%,/,/
COC(=O)c1sccc1-n1cccc1C(=O)C(=O)Nc1ccc(F)cc1,-4%,-3%,0.8,48,i,26,3%,4%,4%,-0.1%,-1,717
Nc1ccc(C(=O)NC23CC4CC(CC(C4)C2)C3)cc1,-8%,10%,-1.8,57,i,50,8%,6%,-11%,-0.1%,-5,816
COc1ccc(NC(=O)NC2(C)CCS(=O)(=O)C2)cc1 (stereo not given),-10%,/,-0.7,35,/,/,6%,7%,-1%,-0.1%,14,786
Cc1c(C(=O)NC(=S)NCC(C)C)oc2ccccc12,1%,6%,2.1,50,i,40,12%,23%,2%,0.5%,5,720
CCOC(=O)c1cnc2c(C(F)(F)F)cccc2c1N1CCOCC1,-2%,-2%,0.9,63,i,1,9%,2%,1%,-0.1%,-5,776
COC1=C/C(=C/c2c(N)n3nc(CC(=O)N4CCOCC4)sc3nc2=O)C=CC1=O,-11%,/,-0.1,72,i,10,159µM*,-11%,-8%,-0.1%,-23,669
NCCOc1ccccc1Cc1ccccc1,-11%,1%,-0.8,43,i,37,11%,-7%,12%,-0.2%,8,771
NS(=O)(=O)c1ccc(NC(=O)c2ccc3nccnc3c2)cc1,-2%,8%,-0.7,48,i,43,/,-11%,3%,1.5%,34,696
O=C(CSc1nc2ccc(N3CCOCC3)cc2c(=O)n1CCc1ccccc1)NCC1CCCO1 (stereo not given),-1%,26%,4.2,39,i,51,3%,-11%,22%,0.5%,11,742
Cc1ccc(-n2c(=O)c3sccc3n(Cc3cc(=O)n4ccccc4n3)c2=O)cc1,-12%,8%,0.1,52,i,52,1%,-3%,13%,0.4%,0,612
CCOc1ccc(NC(=O)Nc2cccn(Cc3ccccc3)c2=O)cc1,6%,10%,0.0,34,i,10,8%,-1%,2%,-0.1%,-8,745
Cc1c(F)cccc1NC(=O)CCCCCC1NC(=O)NC1C (stereo not given),-6%,20%,0.3,53,i,0,2%,1%,1%,0.5%,0,708
CCCc1c(C(=O)Nc2ccc(OC)cc2)cnn1-c1ccccc1,-10%,6%,0.3,55,i,18,2%,-3%,-1%,-0.2%,2,720
C/C(=N/NC(=O)c1ccc2c(c1)OCO2)c1cccc([N+](=O)[O-])c1,-6%,7%,1.0,63,i,56,10%,-11%,-7%,-0.2%,13,642
CN1C(=O)/C(=C/c2ccccc2OCc2cccc(F)c2)NC1=S,0%,6%,5.7,63,i,56,-7%,7%,-5%,-0.3%,-4,678
CC1(C)Cc2c(C#N)c(SCC(=O)c3ccccc3)nc(N3CCOCC3)c2CO1,-6%,15%,6.5,50,i,39,11%,0%,4%,1.0%,/,/
NC(N)=NN=C1CCC(c2ccccc2)CC1 (stereo not given),-10%,5%,-1.0,54,i,50,-1%,-11%,-2%,0.2%,-3,752
COc1ccc(C(=O)COC(=O)CCn2nnc(-c3cccc(O)c3OC)n2)cc1,-1%,3%,-1.4,41,i,21,-1%,-8%,-5%,0.2%,/,/
CC(O)COc1ccc(/C(=N/O)c2ccccc2)cc1 (stereo not given),-1%,2%,-0.5,75,i,13,9%,9%,10%,-0.1%,/,/
CCn1c(C)nc2cc(N)ccc21,-5%,/,0.0,72,i,34,22%,2%,9%,0.4%,2,698
Cc1cccc(C(=O)Oc2ccc3ccc(O)cc3c2)c1,-3%,8%,0.4,54,i,39,15%,-8%,2%,-0.3%,-6,759
C#Cc1ccc(CN2CCN(Cc3ccsc3)C(CCO)C2)cc1 (stereo not given),-8%,/,0.1,65,i,36,6%,6%,2%,0.5%,3,609
Cc1ccsc1C(=O)NC1CCCN(Cc2ccc(Cl)cc2)C1 (stereo not given),-7%,0%,3.1,87,i,44,-1%,12%,-14%,-0.1%,-25,681
CC(=O)Nc1ccccc1NC(=O)C/C(C)=N/NC(=O)c1ccc([N+](=O)[O-])c(Cl)c1,-2%,8%,0.2,46,i,43,-5%,9%,-1%,-0.1%,0,717
